Compound activity from PubChem.
Sm TGR inh: S. mansoni TGR enzyme inhibition. Q962Y6. purified TGR, DTNB reduction, TNB absorbance 405 nm. Potency, µM (titrated, usually from 114 µM), inactives show at the top dose activity change, negative = inhibition, usual class: inhibitors. actives 3% (n = 360,000); also: potency is read from the fitted curve at half-maximal effect; nearly all actives have a fitted effect of over 60% in size
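First, TGR (20 nM dispensed) and NADPH were mixed with compound. Second, a 15 min room-temperature incubation followed. Third, further NADPH and then DTNB were added to start the reaction. Finally, TNB absorbance was monitored kinetically.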
AmpC detergent: AmpC beta-lactamase inhibition with detergent present | actives 0.041% (n = 370,000) | Potency, µM (top dose mostly 114 µM), inactives show at the top dose activity change, negative = inhibition, most hits filed as inhibitors | AmpC hydrolysis of nitrocefin, absorbance 480 nm, 0.01% Triton | AID 485294 | P00811;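 also: potency is read from the fitted curve at half-maximal effect; 0% = no-compound wells and -100% = no-enzyme wells; nearly all actives have a fitted effect of over 25% in size; some results filed as inactive show a strong effect at the top dose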
Target sequence (P00811 whole entry, looked up): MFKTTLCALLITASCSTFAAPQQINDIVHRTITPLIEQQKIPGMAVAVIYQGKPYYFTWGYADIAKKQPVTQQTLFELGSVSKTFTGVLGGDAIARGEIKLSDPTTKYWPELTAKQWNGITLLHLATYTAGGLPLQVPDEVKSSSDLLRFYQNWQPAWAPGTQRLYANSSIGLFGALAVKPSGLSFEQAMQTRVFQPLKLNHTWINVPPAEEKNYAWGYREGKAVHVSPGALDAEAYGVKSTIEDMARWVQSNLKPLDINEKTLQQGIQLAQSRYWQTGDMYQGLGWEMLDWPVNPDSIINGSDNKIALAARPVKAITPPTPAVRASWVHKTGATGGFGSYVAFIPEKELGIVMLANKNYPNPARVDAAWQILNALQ
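20 mM phosphate pH 7.0 + 0.01% (detergent screen) or 0.0001% Triton X-100; 5.3 nM AmpC reagent; cpd preinc 15 min RT; nitrocefin (800 uM stock) to start; A480 q20 s × 4 min; Activity was normalised to no-enzyme and no-compound control wells.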
Giardia FBPA inh: inhibitors of Giardia lamblia fructose-1,6-bisphosphate aldolase | A8B2U2 | purified Giardia FBPA | Potency, µM (highest dose often 59.6 µM), inactives show at the highest dose activity, negative = inhibition, actives largely listed as inhibitors | actives 0.71% (n = 290,000) | AID 2451; also: potency is read from the fitted curve at half-maximal effect; nearly all actives have a fitted effect of over 55% in size
Target sequence (A8B2U2 whole entry, looked up): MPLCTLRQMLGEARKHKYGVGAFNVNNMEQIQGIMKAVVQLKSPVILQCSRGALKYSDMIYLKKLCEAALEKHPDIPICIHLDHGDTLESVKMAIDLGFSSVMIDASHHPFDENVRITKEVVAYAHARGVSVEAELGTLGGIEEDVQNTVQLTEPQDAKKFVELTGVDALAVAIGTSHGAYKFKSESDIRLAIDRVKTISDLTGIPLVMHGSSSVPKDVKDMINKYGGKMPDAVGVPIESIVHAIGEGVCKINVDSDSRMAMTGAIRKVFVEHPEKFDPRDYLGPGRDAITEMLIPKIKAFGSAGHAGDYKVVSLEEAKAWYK
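40 nM FBPA preincubated 10 min at RT with compound (up to 57.5 uM final), then substrate plus GAPDH/TPI/NAD/arsenate coupling and diaphorase/resazurin added. Fluorescence read after 20 min at RT, 525/598 nm.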
AmpC inh no detg: blocks E. coli AmpC beta-lactamase in detergent-free assay. Potency, µM (series often up to 57.1 µM), for the others: at the top dose activity change, negative = inhibition, actives largely listed as inhibitors. actives 0.52% (n = 330,000). AmpC nitrocefin hydrolysis, absorbance 480 nm, 0.0001% Triton. AID 485341. P00811;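 also: potency is read from the fitted curve at half-maximal effect; plate controls were no compound for no effect and no enzyme for full effect; nearly all actives have a fitted effect of over 20% in size; some results filed as inactive show a strong effect at the top dose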
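20 mM phosphate pH 7.0 + 0.01% (detergent screen) or 0.0001% Triton X-100; 5.3 nM AmpC reagent; cpd preinc 15 min RT; nitrocefin (800 uM stock) to start; A480 q20 s × 4 min; Activity was normalised to no-enzyme and no-compound control wells.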
HCV inh: inhibitors of hepatitis C virus infection. Huh7.5.1 HCVcc-Cre infection, luciferase reporter, 44 h. Potency, µM (series often up to 41.8 µM), for inactives: at the highest dose activity change, negative = inhibition, most hits filed as inhibitors. actives 3.4% (n = 340,000). AID 651820; also: potency is read from the fitted curve at half-maximal effect
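Reporter virus HCVcc-Cre (~0.5 moi) infects cells exposed to compound; seeding density 1,000 cells/well with 4 h settling beforehand. Luminescence, 15 sec read, taken 44 h post-infection following a 15 min RT substrate incubation.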
HCMV inh: inhibitors of human cytomegalovirus; actives 4.5% (n = 410,000); activity change, negative = inhibition, % at 57.5 µM; HFF cells, HCMV-luciferase reporter, 72 h; active compounds read low; AID 1259415; in the data active = activity change below about -60%; inconclusive = no clear call, values can overlap the other calls; inactive = above about -39%
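Human foreskin fibroblasts infected with luciferase-reporter HCMV at MOI 1 PFU/cell, compounds at two doses. Luciferase measured 72 h post infection; normalized to buffer-only basal and Salinomycin (10uM) controls.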
Active calls of the source: *; ? = inconclusive; · = not tested or not shown; [ ] = remark or other dose. Unless noted, calls follow the shape of the dose curve; as a rule, active = well fitted curve in the direction sought with a large enough effect; inconclusive = small, poorly fitted or top-dose-only effect, or another doubt; inactive = no such curve, though single readings can be large; an effect the other way counts as inactive or inconclusive. Unless noted, % is scaled to controls: 0 for no effect and ±100 for the full control effect.

Start of the listing, in advance (5 entries):
Labels used below: A = Sm TGR inh; B = AmpC detergent; C = Giardia FBPA inh; D = AmpC inh no detg; E = HCV inh; F = HCMV inh
> CC12CCC(C(=O)NNC(=O)c3ccccc3)(OC1=O)C2(C)C (configuration not stated)
  A: 6.9% | B: 7.4% | C: -5.6% | D: -13.9% | E: 16.3% | F: 2.6

> CCN(c1cccc(C)c1)C1C(=O)c2ccccc2N1C(C)=O (configuration not stated)
  A: 22.4µM* | B: -0.3% | C: ? | D: -26.7% | E: 2.9% | F: 28.0

> CC(=O)N1CCCc2cc(S(=O)(=O)NC(C(=O)NC3CCCCC3)C(C)C)ccc21 (configuration not stated)
  A: -6.4% | B: -7.0% | C: 4.7% | D: -22.5% | E: 37.5%[activator] | F: -8.3

> COc1ccc(C(C)=O)cc1CSc1nc2cc(Cl)ccc2o1
  A: -23.5% | B: 1.7% | C: -9.9% | D: -9.8% | E: -9.6% | F: -3.5

> Cc1cc(Br)c2c(c1)/C(=C/C(=O)c1cccs1)C(=O)N2
  A: -3.1% | B: -3.7% | C: -10.6% | D: -36.6% | E: ? | F: -6.5

All compounds of this part (from the top)
Labels used below: A = Sm TGR inh; B = AmpC detergent; C = Giardia FBPA inh; D = AmpC inh no detg; E = HCV inh; F = HCMV inh
> CC12CCC(C(=O)NNC(=O)c3ccccc3)(OC1=O)C2(C)C (configuration not stated)
  A: 6.9% | B: 7.4% | C: -5.6% | D: -13.9% | E: 16.3% | F: 2.6

> CCN(c1cccc(C)c1)C1C(=O)c2ccccc2N1C(C)=O (configuration not stated)
  A: 22.4µM* | B: -0.3% | C: ? | D: -26.7% | E: 2.9% | F: 28.0

> CC(=O)N1CCCc2cc(S(=O)(=O)NC(C(=O)NC3CCCCC3)C(C)C)ccc21 (configuration not stated)
  A: -6.4% | B: -7.0% | C: 4.7% | D: -22.5% | E: 37.5%[activator] | F: -8.3

> COc1ccc(C(C)=O)cc1CSc1nc2cc(Cl)ccc2o1
  A: -23.5% | B: 1.7% | C: -9.9% | D: -9.8% | E: -9.6% | F: -3.5

> Cc1cc(Br)c2c(c1)/C(=C/C(=O)c1cccs1)C(=O)N2
  A: -3.1% | B: -3.7% | C: -10.6% | D: -36.6% | E: ? | F: -6.5

> Cc1cc2nc(C3CCN(C(=S)NCC(C)C)CC3)[nH]c2cc1C
  A: -10.9% | B: -8.8% | C: 2.8% | D: -38.5% | E: ? | F: ?

> Cc1c(C(=N)C(C#N)C#N)c(=N)oc2c1ccc1ccccc12
  A: -23.8% | B: 0.6% | C: -11.3% | D: -45.0% | E: -21.8% | F: -74.8*

> O=C(NC1CCC(O)CC1)c1ccc(-c2ccc(Cl)cc2)o1 (configuration not stated)
  A: -5.2% | B: -16.1% | C: · | D: 29.9% | E: ? | F: -8.2

> Cc1cc(C)c(S(=O)(=O)n2ccc3ccccc32)c(C)c1
  A: 9.8% | B: -13.2% | C: -3.2% | D: 4.6% | E: ? | F: -24.6

> C=CCn1c(COc2ccccc2C)nnc1SCC(=O)O
  A: -28.6% | B: 5.5% | C: 12.7% | D: -3.6% | E: 5.1% | F: 36.7

> COc1ccc(S(=O)(=O)NCCc2c[nH]c3ccc(C)cc23)cc1
  A: -16.3% | B: -15.3% | C: -3.5% | D: -28.0% | E: 1.3% | F: 16.1

> CC(=O)O/N=C/c1c(C)c(C=O)n2ccccc12
  A: -22.9% | B: 5.4% | C: -20.6% | D: -23.9% | E: -20.5% | F: 39.2

> CCCCN1C(=N)N([C@@H](CCC)CN2CCC[C@H]2CN2C(N)=NC[C@@H]2Cc2ccccc2)C[C@H]1Cc1ccccc1
  A: · | B: · | C: · | D: 41.2% | E: 17.3% | F: -8.4

> COc1ccccc1-c1nnc(-c2ccc(N3CCOCC3)cc2)o1
  A: -21.2% | B: -2.3% | C: -1.3% | D: 145.2%[activator] | E: -24.4% | F: 68.1

> Cc1nc(-n2nc(C)c(Cc3ccc(Cl)cc3)c2C)sc1C(=O)N1CCC(C)CC1
  A: -5.4% | B: 0.7% | C: · | D: · | E: · | F: -18.5

> Cc1cc(C)nc(N/N=C/c2cc(Br)ccc2O)n1
  A: 4.4% | B: 0.8% | C: -24.6% | D: -17.6% | E: ? | F: -39.9

> COc1ccccc1N(CN1CCCC1=O)C(=O)c1ccccc1F
  A: -23.3% | B: ? | C: -0.5% | D: -2.7% | E: 0.8% | F: 39.2

> CCC(=O)Nc1c(-c2ccc(OC)cc2)c(=O)c2ccccc2n1C
  A: 6.3% | B: -1.1% | C: -4.3% | D: -12.5% | E: 12.2% | F: 5.0

> COc1nc(N(C#N)CC(N)=O)nc(N2CCCC2)n1
  A: 15.4% | B: 0.1% | C: -2.1% | D: -10.5% | E: 2.6% | F: 11.8

> COc1ccc(/C=C/C(=O)OCC(=O)N2CCCC2)c(OC)c1
  A: 9.8% | B: 2.3% | C: · | D: 4.1% | E: 5.3% | F: -3.3

> CCN1C(=O)C2C(c3cccc(F)c3)NC(CC)(C(=O)OC)C2C1=O (configuration not stated)
  A: 0.7% | B: -20.0% | C: ? | D: -8.8% | E: 23.6% | F: 28.5

> O=C(c1ccccc1NS(=O)(=O)c1cccs1)N1CCOCC1
  A: -1.1% | B: -1.7% | C: -0.4% | D: -3.3% | E: 11.9% | F: 17.9

> O=C(Cc1csc2ccccc12)NCc1ccccc1F
  A: -1.0% | B: -1.2% | C: · | D: · | E: · | F: -16.0

> COc1ccc2nc3sc(C(=O)N4CCN(c5ccccc5)CC4)cc3cc2c1
  A: 9.5% | B: 15.3% | C: · | D: · | E: · | F: -3.7

> C/C(=C\C(=O)c1ccccc1)Nc1ccc(O)cc1
  A: -12.8% | B: 0.1% | C: ? | D: -31.3% | E: ? | F: 87.0

Two consecutive entries already listed:
Labels used below: A = Sm TGR inh; B = AmpC detergent; C = Giardia FBPA inh; D = AmpC inh no detg; E = HCV inh; F = HCMV inh
> CC12CCC(C(=O)NNC(=O)c3ccccc3)(OC1=O)C2(C)C (configuration not stated)
  A: 6.9% | B: 7.4% | C: -5.6% | D: -13.9% | E: 16.3% | F: 2.6

> CCN(c1cccc(C)c1)C1C(=O)c2ccccc2N1C(C)=O (configuration not stated)
  A: 22.4µM* | B: -0.3% | C: ? | D: -26.7% | E: 2.9% | F: 28.0

Next results follow.
Labels used below: A = Sm TGR inh; B = AmpC detergent; C = Giardia FBPA inh; D = AmpC inh no detg; E = HCV inh; F = HCMV inh
> COc1ccc(-c2nc(SCC(=O)Nc3ccc4c(c3)OCO4)c(-c3ccc(F)cc3)[nH]2)cc1OC
  A: 2.6% | B: 2.8% | C: · | D: · | E: · | F: -16.4

> C=CC(n1cncn1)C(O)(c1ccccc1)c1ccccc1 (configuration not stated)
  A: -5.7% | B: -8.9% | C: · | D: -25.3% | E: -2.0% | F: -9.2

> Cc1c(C)n(C)c2ccc(C(=O)NCCc3ccc(Cl)cc3)cc12
  A: -1.7% | B: 4.4% | C: · | D: · | E: · | F: 0.0

> COc1ccccc1C(=O)N(Cc1sccc1C)C1CCS(=O)(=O)C1 (configuration not stated)
  A: 6.3% | B: -10.9% | C: -2.1% | D: -4.0% | E: 34.0%[activator] | F: -13.1

> Cc1ccc(N(C(=O)Cc2cccs2)C(C(=O)NC2CCCCC2)c2ccccn2)cc1C (configuration not stated)
  A: -8.3% | B: -11.0% | C: -1.6% | D: 63.1%[activator] | E: -15.1% | F: -39.4

> O=C(O)CSc1nnc(-c2cccs2)n1-c1ccc(Cl)cc1
  A: 3.9% | B: 1.3% | C: 20.6% | D: -8.9% | E: -13.7% | F: -3.9

> CC(=O)Nc1sc(/C(C#N)=C/c2ccc(Cl)c(Cl)c2)nc1-c1ccc(C)cc1
  A: -8.3% | B: -3.0% | C: -6.3% | D: 4.47µM* | E: -29.7% | F: 26.0

> Cc1ccc(OCCNC(=O)c2ccccc2N)cc1
  A: -2.6% | B: -2.3% | C: 1.1% | D: -7.2% | E: 7.0% | F: 21.2

> OCCNC(=S)Nc1cccc(Cl)c1Cl
  A: -3.7% | B: -5.9% | C: -2.6% | D: -6.8% | E: 10.0% | F: 2.1

> CCn1c(N)c(C(=O)NCc2ccco2)sc1=S
  A: -21.1% | B: -1.8% | C: -13.8% | D: 17.6% | E: 9.5% | F: ?

> CCOc1ccc2nc(SCC(=O)NCc3ccc4c(c3)OCO4)[nH]c2c1
  A: 5.1% | B: 0.1% | C: -2.6% | D: -27.2% | E: 3.98µM* | F: 143.3

> CC1(C)Cc2c(sc3c2c2ncnn2c2nnc(SCC(=O)NCc4ccco4)n32)CO1
  A: -2.0%[11.4 µM] | B: -12.9% | C: 3.2% | D: -18.2% | E: -7.5% | F: -1.0

> CCCCCCCCOC(=O)CCc1c(C)[nH]c(=S)[nH]c1=O
  A: 0.9% | B: -0.9% | C: 4.5% | D: -25.2% | E: -2.8% | F: -19.0

> COc1ccc(Nc2nc(C)nc3c2oc2ccccc23)cc1
  A: 5.1% | B: -5.7% | C: -18.2% | D: -4.0% | E: -26.8% | F: -30.3
